E-sel inducer – induces E-selectin expression in human endothelial cells | P16581 | HUVEC E-selectin immunofluorescence imaging; normalized: neutral wells 0, TNF-alpha wells 100 | activation, % at 7.58 µM | hit rate 0.37% among 260,000 | AID 686992;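 active = mean E-selectin-positive cell signal at least 10% of the positive control, reached in at least 60% of replicates, without over 20% cell loss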;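 also: in these data hits start at about 27%; measured in HUVEC primary endothelial cells; signal is the percent of cells scored E-selectin positive by PE staining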
Target sequence (P16581 whole entry, looked up): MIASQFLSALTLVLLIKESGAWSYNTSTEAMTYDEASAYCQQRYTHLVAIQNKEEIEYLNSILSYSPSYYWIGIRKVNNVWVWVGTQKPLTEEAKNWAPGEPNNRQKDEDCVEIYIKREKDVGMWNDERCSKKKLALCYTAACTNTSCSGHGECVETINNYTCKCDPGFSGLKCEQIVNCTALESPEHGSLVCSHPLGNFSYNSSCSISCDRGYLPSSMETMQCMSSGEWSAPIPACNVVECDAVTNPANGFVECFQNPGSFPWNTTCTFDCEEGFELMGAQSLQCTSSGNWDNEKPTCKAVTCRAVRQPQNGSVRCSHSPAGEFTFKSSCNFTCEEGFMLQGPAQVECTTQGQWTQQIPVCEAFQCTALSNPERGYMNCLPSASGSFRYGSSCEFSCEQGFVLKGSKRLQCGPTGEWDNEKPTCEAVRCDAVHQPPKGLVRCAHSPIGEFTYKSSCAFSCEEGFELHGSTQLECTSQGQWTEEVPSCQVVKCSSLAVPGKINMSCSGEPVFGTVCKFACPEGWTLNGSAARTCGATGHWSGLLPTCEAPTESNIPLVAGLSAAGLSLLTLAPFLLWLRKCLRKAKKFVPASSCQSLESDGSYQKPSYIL
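System: HUVEC / Compound: single concentration / Signal: immunofluorescence imaging / Read-out: percent E-selectin-positive cells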
RAD52 anneal inh – inhibitors of human RAD52 DNA annealing; P43351; recombinant RAD52 DNA annealing, FRET fluorescence; inhibition, % at 18.7 µM; hit rate 0.46% among 360,000; AID 651710;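 active = every replicate showing at least 50% inhibition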
Target sequence (P43351 whole entry, looked up): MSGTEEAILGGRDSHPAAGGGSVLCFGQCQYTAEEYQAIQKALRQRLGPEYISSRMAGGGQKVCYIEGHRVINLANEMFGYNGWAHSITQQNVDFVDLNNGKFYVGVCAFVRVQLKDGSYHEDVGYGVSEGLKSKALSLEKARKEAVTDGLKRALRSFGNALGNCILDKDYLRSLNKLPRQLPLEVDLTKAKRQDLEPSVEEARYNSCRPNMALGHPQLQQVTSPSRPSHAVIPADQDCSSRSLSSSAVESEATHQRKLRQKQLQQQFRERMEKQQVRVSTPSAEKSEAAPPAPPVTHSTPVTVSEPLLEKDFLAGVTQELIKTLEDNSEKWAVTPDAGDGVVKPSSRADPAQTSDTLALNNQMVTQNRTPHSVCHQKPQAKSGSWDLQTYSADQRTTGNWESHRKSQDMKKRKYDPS
PglD inh – inhibitors of Campylobacter jejuni PglD acetyltransferase. hit rate 0.098% among 360,000. purified PglD enzyme, DTNB colorimetric CoA detection. inhibition, % at 12.5 µM; in the data active = inhibition above about 16%, passing the limit was not always enough; also: strong numbers were not always called active
RAD54 branch – blocks human RAD54 Holliday junction branch migration; FAM/BHQ fluorescence; AID 602329; Q92698; inhibition, % at 10.4 µM; hit rate 0.14% among 360,000;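 active = mean normalized replicate activity at least 40 and at least half of replicates scoring 40 or more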;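 also: 0% = median of neutral control wells and 100% = median of positive control wells; inhibitors cause a drop in the FAM fluorescence signal; in these data hits start at about 50%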
miR-122 sensor – miR-122 inhibition in Huh7 cells; hit rate 0.3% among 340,000; Huh7 miR-122 Renilla luciferase sensor, 48 h; neutral wells = 0, positive control = 100; activation (reporter increase), % at 12.5 µM;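 active = mean replicate activation score at least 90 and every replicate individually at or above 90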;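 also: higher luciferase means less miR-122 activity so hits act as miR-122 inhibitors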
Cneo AK release – Cryptococcus neoformans lysis via adenylate kinase release | C. neoformans lysis, adenylate kinase release luminescence, 4 h; normalised: neutral wells 0, clomiphene wells 100 | lysis activity, % at 15 µM | hit rate 0.2% among 360,000 | AID 651654;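 active = mean lysis activity across replicates of at least 80%, whatever share of replicates individually reach that level; inactive = mean lysis activity below 80%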
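Schedule: static 4 h at 37 °C with compound, 1 h detection; system: C. neoformans cells; benchmarks: Clomiphene as positive control; buffer or medium: fresh YPD medium; measure: luminescence rise reflecting yeast cell lysis; measured by: luminescent adenylate kinase detection reagent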
ERAP1 HTS inh – ERAP1 (human) enzyme inhibition; Q9NZ08; AID 652197; recombinant ERAP1, Leu-AMC fluorescence, 60 min; inhibition, % at 10.7 µM; hit rate 0.15% among 340,000;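 active = mean replicate inhibition of at least 30%, or all replicates individually reaching that 30% level; inactive = mean below 30% and not every replicate reaching it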;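 also: 0% = neutral control wells and 100% = L-leucinethiol positive control wells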
PGC1a acetyl inh – modulators of PGC1a acetylation. U2OS PGC1a acetylation, AlphaScreen anti-acetyl-lysine; with virally co-expressed GCN5 acetyltransferase. inhibition, % at 15.6 µM. hit rate 0.17% among 350,000;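 active = every replicate shows inhibition of at least 40%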;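 also: 0% = neutral control wells and 100% = positive control wells; some results beyond the cut were filed as inactive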
Numbers without * were called inactive; & = joins results of further samples; [ ] = remark or other dose. The order is random; about 1.4% have a hit in one of these screens.

How did CN(C)CCCN1C(=O)[C@@]2(Cc3ccccc31)c1ccccc1C(=O)N(Cc1ccccc1Cl)[C@H]2c1ccc(CO)cc1 do in these assays?
RAD52 anneal inh: -8; PglD inh: -1; RAD54 branch: -5; Cneo AK release: -19; ERAP1 HTS inh: -3; PGC1a acetyl inh: 13

How did C[C@@H]1CN([C@@H](C)CO)S(=O)(=O)c2ccc(/C=C/c3ccccc3)cc2O[C@H]1CN(C)C(=O)c1ccncc1 do in these assays?
E-sel inducer: -0.3; RAD52 anneal inh: -1; PglD inh: 0; RAD54 branch: 1; miR-122 sensor: -3[16.7 µM]; Cneo AK release: -3; ERAP1 HTS inh: 1; PGC1a acetyl inh: 5

Results for CCCOc1ccc(N/C=C/C(=O)C(C)(C)C)cc1 ?
E-sel inducer: -0.1; RAD52 anneal inh: -6; PglD inh: -2; RAD54 branch: -1; miR-122 sensor: 3; Cneo AK release: 0; ERAP1 HTS inh: 0; PGC1a acetyl inh: -25

How did CCCNC(=O)N1CCC2(CC1)CN(C(=O)NC1CCCC1)[C@H](CO)c1[nH]c3cc(OC)ccc3c12 do in these assays?
E-sel inducer: 0.2; RAD52 anneal inh: -8; ERAP1 HTS inh: 1; PGC1a acetyl inh: 0

Results for CCN(CC)S(=O)(=O)c1ccc(N2C(=O)Nc3ccccc3N2O)cc1 ?
PglD inh: 8; RAD54 branch: 15; miR-122 sensor: -2; Cneo AK release: 2; PGC1a acetyl inh: 4

What do the screens show for `COc1ccc2c3c(n(C)c2c1)[C@@H](CO)N(C(=O)Nc1ccc(F)cc1)CC31CCN(C(=O)Nc2c(C)noc2C)CC1`?
E-sel inducer: 0.5; RAD52 anneal inh: -1; ERAP1 HTS inh: 0; PGC1a acetyl inh: 5

What do the screens show for `Cc1ccc(Nc2nc(=O)[nH]nc2C)cc1`?
PglD inh: 6; RAD54 branch: 2; miR-122 sensor: -1; Cneo AK release: 0; PGC1a acetyl inh: 6

What do the screens show for `Cc1ccc(CN2CC(C(=O)NCCC3=CCCCC3)CC2=O)cc1` (stereo not given)?
E-sel inducer: 2.3; RAD52 anneal inh: -11; PglD inh: 0; RAD54 branch: -2; miR-122 sensor: -10; Cneo AK release: -3; ERAP1 HTS inh: -2; PGC1a acetyl inh: -5

Results for O=C(OCc1cccc([N+](=O)[O-])c1)c1cccnc1 ?
RAD52 anneal inh: -24; PglD inh: 1; RAD54 branch: 2; miR-122 sensor: -2; Cneo AK release: 1; ERAP1 HTS inh: 0

How did c1ccc2c(c1)NC1(CCCCC1)n1c-2nc2ccccc21 do in these assays?
PglD inh: 3; RAD54 branch: 10; miR-122 sensor: -2; Cneo AK release: 1; PGC1a acetyl inh: 3

How did Fc1cccc(CSc2nc3ncc(Cl)cc3[nH]2)c1 do in these assays?
RAD52 anneal inh: -9; PglD inh: 0; RAD54 branch: -8; miR-122 sensor: -2; Cneo AK release: 1; PGC1a acetyl inh: 21

Results for CCN(CC)S(=O)(=O)c1cc(NC(=O)Cn2ncc(Cl)c(Cl)c2=O)ccc1C ?
E-sel inducer: -1.6; RAD52 anneal inh: -24; ERAP1 HTS inh: -3; PGC1a acetyl inh: 29

How did O=C(NCc1cccnc1)C1CC2c3ccccc3C1c1ccccc12 (stereo not given) do in these assays?
PglD inh: 1; RAD54 branch: -5; miR-122 sensor: -4; Cneo AK release: 2; PGC1a acetyl inh: 2

How did C[C@H](CO)N1C[C@H](C)[C@@H](CN(C)C(=O)NC2CCCCC2)Oc2c(NC(=O)c3cnccn3)cccc2C1=O do in these assays?
E-sel inducer: 0.0; RAD52 anneal inh: -4; PglD inh: 0; RAD54 branch: 0; miR-122 sensor: -3[16.7 µM]; Cneo AK release: -27; ERAP1 HTS inh: 3; PGC1a acetyl inh: 1

What do the screens show for `CCCC(=O)Nc1ccc2c(c1)OC[C@H](C)N(C(=O)CN(C)C)C[C@@H](C)[C@H](OC)CN(C)C2=O`?
E-sel inducer: -0.1; RAD52 anneal inh: 6; PglD inh: 3; RAD54 branch: 7; Cneo AK release: -3; PGC1a acetyl inh: 5

Compounds above that have an aryl methoxy group, in the order listed:
How did CCCNC(=O)N1CCC2(CC1)CN(C(=O)NC1CCCC1)[C@H](CO)c1[nH]c3cc(OC)ccc3c12 do in these assays?
E-sel inducer: 0.2; RAD52 anneal inh: -8; ERAP1 HTS inh: 1; PGC1a acetyl inh: 0

What do the screens show for `COc1ccc2c3c(n(C)c2c1)[C@@H](CO)N(C(=O)Nc1ccc(F)cc1)CC31CCN(C(=O)Nc2c(C)noc2C)CC1`?
E-sel inducer: 0.5; RAD52 anneal inh: -1; ERAP1 HTS inh: 0; PGC1a acetyl inh: 5

(list continues)
What do the screens show for `COc1ccc(NC(=O)N[C@@H]2CC[C@H](CC(=O)NCc3ccccn3)O[C@@H]2CO)cc1`?
E-sel inducer: 0.2; RAD52 anneal inh: 1; PglD inh: 0; RAD54 branch: -5; miR-122 sensor: 2[16.7 µM]; Cneo AK release: -2; ERAP1 HTS inh: -2; PGC1a acetyl inh: -12

What do the screens show for `COc1ccc(C(=O)n2cnc3ccccc32)cc1`?
RAD52 anneal inh: -9; PglD inh: 0; RAD54 branch: 6; Cneo AK release: 7; ERAP1 HTS inh: -2

Results for C[C@@H]1CCCCO[C@@H](CN(C)Cc2ccc(C(=O)Nc3ccccc3N)cc2)[C@@H](C)CN([C@H](C)CO)C(=O)c2cc(NC(=O)Nc3ccc(C(F)(F)F)cc3)ccc2O1 ?
E-sel inducer: 0.2; RAD52 anneal inh: -8; ERAP1 HTS inh: 0; PGC1a acetyl inh: -9

What do the screens show for `Cc1cccc2sc(NC(=O)C3CCN(C(=O)c4ccco4)CC3)nc12`?
RAD52 anneal inh: -21; PglD inh: -3; RAD54 branch: 0; miR-122 sensor: -6; Cneo AK release: 4; ERAP1 HTS inh: -1

What do the screens show for `O=C(COC(=O)Cc1ccc(Cl)cc1Cl)Nc1ccccc1OC(F)F`?
PglD inh: 8; RAD54 branch: -8; miR-122 sensor: -6; Cneo AK release: -1

What do the screens show for `COC(=O)c1ccc(/C=C(/NC(=O)c2ccccc2)C(=O)N2CCOCC2)cc1`?
E-sel inducer: 0.3; RAD52 anneal inh: -7; PglD inh: 0; RAD54 branch: 0; miR-122 sensor: -4; Cneo AK release: -1; ERAP1 HTS inh: -5; PGC1a acetyl inh: -4

What do the screens show for `Cc1nc(N)nc(Cl)c1CCC1OCCO1`?
E-sel inducer: 0.0; RAD52 anneal inh: -11; PglD inh: 0; RAD54 branch: 11; miR-122 sensor: -3; Cneo AK release: 3; ERAP1 HTS inh: 2; PGC1a acetyl inh: 2

Results for O=C(C[n+]1cccc(CNC(=O)c2ccc(OC(F)F)cc2)c1)Nc1cccc(C(F)(F)F)c1 ?
E-sel inducer: 0.6; PglD inh: -5; RAD54 branch: -2; miR-122 sensor: -4; Cneo AK release: 5

How did CC(=O)c1ccc(N2C(=O)CC(N3CCN(S(=O)(=O)c4ccc(C)c(C)c4)CC3)C2=O)cc1 (stereo not given) do in these assays?
RAD52 anneal inh: -21; PglD inh: -4; RAD54 branch: 9; miR-122 sensor: -11; Cneo AK release: -1; ERAP1 HTS inh: -2; PGC1a acetyl inh: -1

Results for O=C(Nc1ccccc1)c1ccc(S(=O)(=O)N(CCO)CCO)cc1 ?
PglD inh: 14; RAD54 branch: 1; miR-122 sensor: -1; Cneo AK release: 15; PGC1a acetyl inh: -3

How did O=C(NC1CCN(S(=O)(=O)c2ccc(F)cc2)CC1)C1CCCCC1 do in these assays?
RAD52 anneal inh: -5; PglD inh: 4; RAD54 branch: 12; miR-122 sensor: -25; Cneo AK release: 1; ERAP1 HTS inh: -2; PGC1a acetyl inh: -9

Results for CO[C@H]1CN(C)C(=O)c2cc(NC(=O)CC(F)(F)F)ccc2OC[C@H](C)N(C(=O)C2CCOCC2)C[C@@H]1C ?
E-sel inducer: -0.1; RAD52 anneal inh: -36; ERAP1 HTS inh: -2; PGC1a acetyl inh: 8

What do the screens show for `CC(C)(C)[S@](=O)N1Cc2cc(C(=O)O)nc(-c3cccc(-c4ccc(F)cc4)c3)c2[C@@H]1CCO`?
E-sel inducer: 0.0; RAD52 anneal inh: -7; ERAP1 HTS inh: -3; PGC1a acetyl inh: 13

How did C(=N\Nc1nc2ccccc2[nH]1)/c1ccncc1 do in these assays?
RAD52 anneal inh: 1; miR-122 sensor: 6; ERAP1 HTS inh: -15; PGC1a acetyl inh: -9

What do the screens show for `NC(=O)CN1CCN(S(=O)(=O)c2ccc(Cl)cc2)CC1`?
E-sel inducer: -0.7; RAD52 anneal inh: -6; ERAP1 HTS inh: -1; PGC1a acetyl inh: -1

What do the screens show for `CCN1C(=O)/C(=C2\SC(=S)N(NC(=O)c3cccnc3)C2=O)c2ccccc21`?
E-sel inducer: 1.4; RAD52 anneal inh: -28; PglD inh: -7; RAD54 branch: -15; miR-122 sensor: -5; Cneo AK release: -5; ERAP1 HTS inh: 0; PGC1a acetyl inh: -7

How did COc1ccc(C(=O)N[C@H](C(=O)NCc2ccc(C)cc2)C(C)C)cc1 do in these assays?
E-sel inducer: 0.1; RAD52 anneal inh: -16; PglD inh: 4; RAD54 branch: 14; Cneo AK release: 3; ERAP1 HTS inh: -3

Results for COc1cccc(NC(=O)CN(C)C(=O)c2cc(-c3ccco3)nc3ccccc23)c1 ?
E-sel inducer: -0.1; RAD52 anneal inh: -13; PglD inh: -3; RAD54 branch: -2; miR-122 sensor: -3; Cneo AK release: -1; ERAP1 HTS inh: -2; PGC1a acetyl inh: 4

Results for CC(=O)N[C@@H](Cc1c[nH]c2ccccc12)C(=O)NCCc1ccc(S(N)(=O)=O)cc1 ?
E-sel inducer: -0.2; RAD52 anneal inh: -1; PglD inh: 10; RAD54 branch: 12; miR-122 sensor: -5; Cneo AK release: -6; ERAP1 HTS inh: -3; PGC1a acetyl inh: 6

What do the screens show for `COCCNC(=O)C[C@H]1C[C@H]2c3cc(NS(=O)(=O)c4ccc(F)cc4)ccc3O[C@H]2[C@H](CO)O1`?
RAD52 anneal inh: -6&-7; PglD inh: -2; RAD54 branch: 1; miR-122 sensor: 0; Cneo AK release: 1; ERAP1 HTS inh: 2&3; PGC1a acetyl inh: 2&-1

How did O=C1CN(C(=S)Nc2ccc(OC(F)F)cc2)CCN1 do in these assays?
E-sel inducer: 1.8; RAD52 anneal inh: -2; ERAP1 HTS inh: 0; PGC1a acetyl inh: -4

How did Cc1ccc(NC(=O)CN2C(=O)N/C(=C/c3ccc4c(c3)OCCO4)C2=O)cc1 do in these assays?
E-sel inducer: 0.7; RAD52 anneal inh: -23; PglD inh: -7; RAD54 branch: -5; miR-122 sensor: -3; Cneo AK release: 0; ERAP1 HTS inh: 3; PGC1a acetyl inh: 6

How did CC(C)NC(=O)N(C)C[C@@H]1Oc2c(NC(=O)Nc3cccc4ccccc34)cccc2C(=O)N([C@@H](C)CO)C[C@H]1C do in these assays?
E-sel inducer: 0.2; RAD52 anneal inh: 9; PglD inh: 2; RAD54 branch: 4; miR-122 sensor: -3[16.7 µM]; Cneo AK release: -6; ERAP1 HTS inh: -1; PGC1a acetyl inh: -1

What do the screens show for `CCCN1[C@@H]2c3ccc(-c4cccc(C(=O)N(C)C)c4)c(=O)n3C[C@@H]2[C@@H](CO)[C@@H]1C(=O)OC`?
E-sel inducer: 0.1; RAD52 anneal inh: -2; ERAP1 HTS inh: 1; PGC1a acetyl inh: 1

Results for C[C@H](CO)N1C[C@H](C)[C@H](CN(C)Cc2ccncc2)OCCCC[C@H](C)Oc2ccc(NC(=O)Nc3ccccc3)cc2C1=O ?
E-sel inducer: 0.0; RAD52 anneal inh: 5; PglD inh: 1; RAD54 branch: 4; miR-122 sensor: 3[16.7 µM]; Cneo AK release: 2; ERAP1 HTS inh: -2; PGC1a acetyl inh: -2

How did CC(CC(=O)NCc1ccc(F)cc1)c1ccccc1 (stereo not given) do in these assays?
RAD52 anneal inh: 3; PglD inh: -1; RAD54 branch: -10; Cneo AK release: -1; ERAP1 HTS inh: 2; PGC1a acetyl inh: -1
